Bioassay records from PubChem BioAssay.
KOR beta-arrestin-1: KOR agonists, beta-arrestin recruitment, primary screen, cell-based, luminescence, uHTS (AID 1777); Kappa-type opioid receptor (Homo sapiens); KOR beta-arrestin recruitment, luminescence; higher % means a stronger effect; one-dose activation, % at 10 µM; EC50 in µM for titrated hits; 0.02% of 280,000 active; in the data active means activation above about 50%, passing the limit was not always enough; further: a part of the inactive calls stands beside numbers as strong as those of hits
GPR55 LPI antagonism: GPR55 antagonists blocking LPI-driven arrestin recruitment, primary screen, imaging, U2OS, beta-arrestin-GFP, LPI agonist (AID 2013); G-protein coupled receptor 55 (Homo sapiens); U2OS GPR55 beta-arrestin-GFP translocation imaging, LPI antagonism; higher % means a stronger effect; inhibition, % at 10 µM, or IC50 in µM where a hit was titrated; 0.13% of 290,000 active;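 active means spots per cell inhibited over 60%, with over 100 cells counted and total cytoplasm intensity under 500,000; inconclusive means wells with under 100 cells, flagged as likely toxic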;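 further: U2OS cells stably carrying GPR55 and arrestin-GFP stimulated by 5 µM LPI near EC80; imaged beta-arrestin-GFP aggregate spots per cell after agonist stimulation; plate controls were LPI-stimulated DMSO wells for no effect and DMSO wells without LPI for full effect; some results filed as inactive read as strong as hits; confirmed hits need IC50 under 10 µM and bright autofluorescent wells are also inconclusive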
GPR35 antagonists: GPR35 antagonists blocking zaprinast-driven arrestin recruitment, primary screen, imaging, U2OS, beta-arrestin-GFP, zaprinast agonist (AID 2058). G-protein coupled receptor 35 (Homo sapiens). U2OS GPR35 beta-arrestin-GFP translocation imaging, zaprinast antagonism; higher % means a stronger effect. inhibition, % at 10 µM; hits with a dose series show IC50 in µM. 0.052% of 290,000 active;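 active means inhibition of at least 50% with at least 30 cells and total cytoplasm GFP at most 10,000,000; inconclusive means under 30 cells or total GFP of 10,000,000 plus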
KOR beta-arrestin-2: KOR antagonists, beta-arrestin recruitment, cell-based, luminescence, uHTS (AID 1778) | KOR beta-arrestin recruitment, luminescence, antagonist mode; higher % means a stronger effect | 0.091% of 290,000 active | inhibition, % at 10 µM, or IC50 in µM where a hit was titrated | Kappa-type opioid receptor (Homo sapiens); further: strong numbers were not always called active
HIV peptide binding: inhibitors of HIV fusion peptide binding, primary screen, biochemical, uHTS, fluorescence dequenching (AID 1986); cell-free peptide binding, fluorescence dequenching, 30 min; higher % means a stronger effect; inhibition, % at 20 µM; hits with a dose series show IC50 in µM; 0.3% of 290,000 active; in the data active means inhibition mostly above about 52%, no sharp cut-off; inactive means mostly below about 76%; further: some results filed as inactive read as strong as hits
HEK293 NOD2/NF-kB: NOD2 signaling inhibitors, cell-based, luminescence, uHTS, HEK293 (AID 1566); HEK293 NOD2/NF-kB luciferase reporter, luminescence; higher % means a stronger effect; inhibition, % at 4 µM; hits with a dose series show EC50 in µM; 0.63% of 290,000 active; further: many of its hits are not listed in these tables
GPR55 beta-arrestin: GPR55 agonists via beta-arrestin recruitment, primary screen, imaging, U2OS cells, beta-arrestin-GFP redistribution (AID 1961) | G-protein coupled receptor 55 (Homo sapiens) | U2OS GPR55 beta-arrestin-GFP redistribution imaging; higher % means a stronger effect | activation, % at 10 µM; hits with a dose series show EC50 in µM | 0.048% of 290,000 active;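 active means activation above 40% with more than 50 cells counted in the well; inconclusive means wells holding fewer than 50 cells, flagged as toxic or sparse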;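 further: U2OS osteosarcoma cells stably expressing GPR55 and beta-arrestin-GFP; plate controls were DMSO negative control for no effect and LPI positive control for full effect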
Myeloid diff 2: induction of myeloid progenitor differentiation, primary screen, cell-based, flow cytometry, MLPCN library | calls only at 10 µM | ER-HoxA9 myeloid progenitors, lysozyme-GFP differentiation | 1% of 360,000 active;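 active means normalized GFP-positive differentiation at or above the plate's own cutoff, the solvent-only control mean plus 3 SD; inconclusive means no clear call, values can overlap the other calls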;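 further: cells exposed to compound for four days before flow analysis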
NOD1 inhibition: NOD1 signaling inhibitors, primary screen, cell-based, luminescence, uHTS (AID 1578); inhibition, % at 4 µM, or EC50 in µM where a hit was titrated; 1% of 290,000 active; NOD1-driven NF-kB luciferase reporter cells, luminescence; higher % means a stronger effect; in the data active means inhibition mostly above about 36%, no sharp cut-off; inactive means mostly below about 34%;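 further: HEK-293T reporter cells stimulated with the NOD1 agonist gamma-tri-DAP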
Myeloid diff 2 GFP+ MAC1+ %: further read-out of Myeloid diff 2, marked with its call; GFP+ MAC1+ double positive, %; measured here: differentiation confirmed by MAC1 staining
Numbers without * were called inactive; i = inactive; ? = inconclusive; . = no result given; + = active, no number; [ ] = dose if it differs, or a comment. Unless noted, no stated cut-off is given here; in the data, active means inhibition above about 50%; inactive means the rest. Only part of the results is shown; the hit share may differ from the screen's.

SMILES | KOR beta-arrestin-1 | GPR55 LPI antagonism | GPR35 antagonists | KOR beta-arrestin-2 | HIV peptide binding | HEK293 NOD2/NF-kB | GPR55 beta-arrestin | Myeloid diff 2 | Myeloid diff 2 GFP+ MAC1+ % | NOD1 inhibition
COc1ccccc1CNCC(=O)NCc1ccc(C)cc1 | 2.0% | 3% | 21% | -5% | 0.6% | 24% | 0.4% | i | 0.6 | -22%
CCOC(=O)c1c(C)[nH]c(C)c1S(=O)(=O)N(C)CC(=O)Nc1cc(C)ccc1OC | -5.7% | 14% | 6% | 39% | -1.5% | 13% | 0.3% | i | 4.0 | -8%
CCCCOCCCn1c(-c2ccco2)nc2nc3ccccc3nc21 | -1.8% | 2% | 3% | -11% | -1.3% | 10% | 0.3% | + | 0.9* | 8%
O=C(CCNC(=O)Cn1cnc2ccccc2c1=O)NCCC1=CCCCC1 | -1.1% | -1% | 12% | 14% | 0.6% | 16% | -0.1% | i | 0.3 | -11%
CCCCCCOC(=O)/C=C/c1c(C)[nH]c(=O)[nH]c1=O | -2.4% | 8% | 0% | -5% | -0.5% | 15% | -0.3% | . | . | -9%
CC(C)(C)c1cc(C(=O)N/N=C/c2ccccn2)n[nH]1 | 5.4% | 4% | 6% | -11% | 1.0% | -12% | 0.3% | i | 0.5 | -8%
COc1cc(/C=C2/NC(=O)N(CC(=O)Nc3ccc(C)cc3)C2=O)ccc1Oc1ccc([N+](=O)[O-])cn1 | -1.0% | -14% | -11% | -45%[20 µM] | -0.7% | -6% | -0.1% | i | 0.0 | -20%
Cc1ccc(-c2noc(CCC(=O)Nc3ccccc3C)n2)cc1 | 0.5% | -3% | -3% | -23% | 5.6% | 7% | -1.0% | i | 1.5 | -14%
CCc1nn2c(=O)cc(N3CCN(c4cc(C)nc5ccccc45)CC3)nc2s1 | -2.4% | 12% | 1% | 7% | -2.7% | 5% | -0.3% | . | . | -7%
O=C(CN1C(=O)c2cccnc2Oc2ccc(Cl)cc21)NC1CCCC1 | -0.2% | 0% | -4% | -8% | -1.1% | 11% | 0.2% | i | 3.1 | 6%
Cn1c(=O)[nH]c(=O)c2c1nc(Br)n2CCSc1nc2ccccc2o1 | -3.7% | -23% | 5% | -3% | -0.1% | 9% | 0.3% | i | 8.9 | 8%
Cc1ccc(S(=O)(=O)c2cc(C)cc(S(=O)(=O)Nc3ccc(C(=O)O)cc3)c2C)cc1 | 0.6% | 10% | -10% | 7% | 3.9% | -6% | -0.2% | i | 0.1 | 10%

Just KOR beta-arrestin-1 and HIV peptide binding (3 entries from above):
SMILES	KOR beta-arrestin-1	HIV peptide binding
COc1ccccc1CNCC(=O)NCc1ccc(C)cc1	2.0%	0.6%
CCOC(=O)c1c(C)[nH]c(C)c1S(=O)(=O)N(C)CC(=O)Nc1cc(C)ccc1OC	-5.7%	-1.5%
CCCCOCCCn1c(-c2ccco2)nc2nc3ccccc3nc21	-1.8%	-1.3%

(list continues)
SMILES | KOR beta-arrestin-1 | GPR55 LPI antagonism | GPR35 antagonists | KOR beta-arrestin-2 | HIV peptide binding | HEK293 NOD2/NF-kB | GPR55 beta-arrestin | Myeloid diff 2 | Myeloid diff 2 GFP+ MAC1+ % | NOD1 inhibition
O=C(Cc1ccccc1Cl)NCCCn1ccnc1 | -0.1% | 4% | 1% | -10% | -0.5% | 5% | 0.0% | i | 0.8 | -7%
Cc1ccc(NC(=O)N2CCOCC2)c(C)c1 | -3.2% | 5% | 5% | -1% | -2.3% | 5% | 0.1% | i | 1.2 | 2%
COc1ccccc1N1CCN(C(=O)c2ccncc2)CC1 | -2.0% | 0% | 2% | -11% | -0.2% | 7% | 0.2% | i | 1.0 | -23%
NS(=O)(=O)c1ccc2nc(NC(=O)C3=COCCO3)sc2c1 | 1.6% | -2% | -14% | -18% | 0.7% | -62% | -0.3% | i | 2.6 | -41%
Cc1cc(S(=O)(=O)N2CCOCC2)ccc1OCC(=O)N1CCCC1 | -0.6% | -10% | 9% | 10% | -1.5% | 6% | -0.2% | i | 0.3 | -17%
COc1ccc(NS(=O)(=O)c2ccc3nc(COc4cccc5ccccc45)[nH]c3c2)cc1 | 22% | 1.8µM* | -14% | 15% | -1.9% | -43% | 0.0% | i | 1.5 | 36%
CCN(CC)S(=O)(=O)c1ccc(O)c(C(=O)OCC(=O)Nc2cc(C)c(C)cc2[N+](=O)[O-])c1 | -7.3% | 0% | -10% | 6% | 3.8% | 4% | -0.3% | i | 0.3 | -24%
COc1cccc(CN2CC(C(=O)NCc3ccc(Cl)s3)CCC2=O)c1 (centres undefined) | -1.9% | -8% | -4% | 10% | 0.5% | 22% | -0.2% | i | 0.0 | 6%
CC(=O)CNc1ccc(S(=O)(=O)N/N=C/c2ccccc2)cc1 | -1.5% | 11% | 6% | -12% | 1.0% | 16% | 0.2% | i | 0.4 | -14%
CNC(=S)N(Cc1ccc(OC)cc1)C1CC(=O)N(c2ccc(C(=O)OC)cc2)C1=O (centres undefined) | -2.8% | -12% | 0% | -1% | 2.9% | 2% | 2.5% | . | . | -14%
COc1ccc(C(=O)/C=C/Nc2ccc([N+](=O)[O-])cc2C)c(OC)c1 | -4.7% | 17% | -9% | 0% | 28% | -2% | 0.1% | i | 2.6 | -39%
COc1ccc(C(=O)NCCCNC(=O)c2cnccn2)cc1Br | 1.6% | 0% | -11% | -23% | 1.8% | -4% | 0.5% | i | 0.2 | -6%
O=C(CS(=O)(=O)c1ccccc1)Nc1ccc(Cl)cn1 | -4.4% | 15% | 8% | 15% | 2.8% | 0% | 0.3% | i | 1.1 | -23%
Cc1cc(C(=O)Nc2ccc(S(=O)(=O)N3CCOCC3)cc2)c(C)o1 | 0.8% | 16% | -5% | -13% | 2.5% | 24% | 0.5% | i | 0.5 | 1%
CCCn1c(Nc2cccc(OC)c2)nc2ccccc21 | -1.8% | -5% | 10% | 2%[20 µM] | 0.5% | 8% | 0.2% | i | 0.6 | -3%
COc1ccc(Cc2nc(-c3ccc(NC(=O)c4cccnc4)cc3)no2)cc1 | 9.4% | 4% | 2% | 8% | -0.8% | -17% | 0.2% | ? | . | -57%
COc1ccc(S(=O)(=O)NCc2csc(C)n2)cc1 | 0.2% | 16% | -8% | -22% | 0.7% | 10% | 0.0% | i | 0.8 | -25%
Oc1[nH]c2ccccc2c1N=Nc1cccc(Cl)c1 | 2.3% | -3% | -11% | -23% | 22% | -126% | 0.0% | i | 0.8 | -10%
C=CCNC(=S)NNC(=O)C(CC(C)C)CC(C)O (centres undefined) | 1.4% | -5% | -12% | -2% | 1.0% | 17% | -0.3% | i | 0.4 | 10%
COc1ccc(C(=O)N2CC3(CC(c4cccc([N+](=O)[O-])c4)=NO3)C[C@H]2C(=O)NCC(N)=O)cc1 (some centres undefined) | -0.8% | 0% | 3% | 34% | -2.2% | 13% | -0.1% | i | 1.0 | 29%
Cn1cccc1/C=C(\C#N)c1ccccc1 | -4.7% | -4% | -5% | 19% | 2.3% | 6% | -0.3% | i | 0.2 | -12%
COc1cc(C(=O)Nc2cccc3cccnc23)cc(OC)c1OC | 3.1% | -25% | -18% | -23% | -1.1% | -1% | -0.1% | i | 0.4 | 32%
Cc1ccc2[nH]c(O)c(N=NC(N)=S)c2c1 | -0.6% | 4% | -13% | 4% | -1.7% | 7% | 0.0% | i | 0.6 | -11%
Cc1ccc(OCc2ccc(C(=O)O)o2)c([N+](=O)[O-])c1 | -3.7% | 7% | -11% | -19% | 3.2% | -7% | 0.1% | i | 0.7 | 13%
CN(C)c1ccnc(Nc2ccc(F)cc2)c1C#N | 1.3% | -7% | -4% | 7% | -2.7% | -18% | -0.3% | i | 0.2 | 20%
CN(Cc1ccccc1)CC(O)COc1ccc(CNCCCOc2cccnc2)cc1 (centres undefined) | -3.5% | 17% | -2% | 5% | 0.3% | 21% | -0.2% | i | 0.5 | -19%
C=CCn1cc(C(=O)NCCN(CC)CC)c(=O)c2cc(S(=O)(=O)N3CCCCCC3)ccc21 | 2.7% | 11% | 8% | 0% | 1.0% | 11% | -0.1% | i | 0.6 | 1%
O=C1/C(=C/c2ccc(F)cc2)Oc2cc(OC(=O)N3CCOCC3)ccc21 | -2.5% | 11% | 3% | 10% | -0.5% | 11% | 0.5% | i | 0.6 | -4%
COc1ccccc1-c1n[nH]c2c1[C@H](C)CC[C@H]2C(C)C | 1.9% | 2% | 2% | -26% | -1.8% | -15% | 0.7% | i | 0.5 | 29%
COc1ccc2cc3c(N)c(C(=O)NCc4ccco4)sc3nc2c1 | -6.0% | -9% | 1% | 38% | 54% | -76% | -0.4% | i | 1.0 | -38%
CCCn1c(N2CCN(CC(=O)Nc3ccc4c(c3)OCCO4)CC2)nc2ccccc21 | -4.1% | 5% | -4% | 24% | -0.5% | -3% | -0.2% | i | 0.5 | -17%
Cc1ccccc1NC(=S)N(CCc1c(C)[nH]c2ccc(F)cc12)Cc1ccncc1 | -1.5% | 2% | -1% | -7% | -3.0% | 1% | 0.5% | i | 0.1 | -13%
Cc1cc(=O)[nH]c(N/N=C/c2ccc(OC(=O)c3cccnc3)cc2)n1 | -4.1% | 0% | 8% | 4% | -2.0% | -3% | 0.4% | i | 0.3 | -53%
Cc1nc(=S)n(-c2ccccc2)[nH]1 | -6.4% | 10% | 1% | 32% | -2.3% | 11% | 0.1% | i | 0.8 | -8%
COc1cc(CC(NC(C)=O)C(=O)NC2CCN(c3c(Cc4ccccc4)c(C)nc4ncnn34)CC2)cc(OC)c1 (centres undefined) | 3.5% | 6% | -1% | 13% | 0.2% | 7% | -0.2% | i | 1.7 | -23%

Full records from above.
CN(C)c1ccnc(Nc2ccc(F)cc2)c1C#N is listed as KOR beta-arrestin-1 = 1.3%; GPR55 LPI antagonism = -7%; GPR35 antagonists = -4%; KOR beta-arrestin-2 = 7%; HIV peptide binding = -2.7%; HEK293 NOD2/NF-kB = -18%; GPR55 beta-arrestin = -0.3%; Myeloid diff 2 = i; Myeloid diff 2 GFP+ MAC1+ % = 0.2; NOD1 inhibition = 20%
COc1cc(CC(NC(C)=O)C(=O)NC2CCN(c3c(Cc4ccccc4)c(C)nc4ncnn34)CC2)cc(OC)c1 (centres undefined) is listed as KOR beta-arrestin-1 = 3.5%; GPR55 LPI antagonism = 6%; GPR35 antagonists = -1%; KOR beta-arrestin-2 = 13%; HIV peptide binding = 0.2%; HEK293 NOD2/NF-kB = 7%; GPR55 beta-arrestin = -0.2%; Myeloid diff 2 = i; Myeloid diff 2 GFP+ MAC1+ % = 1.7; NOD1 inhibition = -23%
